RNase H inhibition – RNase H inhibition, HIV 1 Gag Pol polyprotein, FRET biochemical assay, screening (AID 372); actives 0.77% (n = 100,000); HIV-1 RT RNase H, FRET RNA/DNA substrate fluorescence; higher % means a stronger effect; inhibition, % at 10 µM, or IC50 in µM where a hit was titrated; in the data active = inhibition above about 50%
* = called active by the depositor. This is a subset (hit frequency here may not be typical).

Compound,RNase H inhibition
Cc1cc(C)n(-c2nc(Nc3cccc(C(F)(F)F)c3)nc(-n3nc(C)cc3C)n2)n1,32%
CCOC(=O)c1c(NC(=O)Cn2cnc([N+](=O)[O-])n2)sc2c1CCC2,11%
COc1cccc(C2NC(=O)CCC2[N+](=O)[O-])c1OC (stereo not drawn),3%
COc1cc(C=C2C(=O)NC(=O)NC2=O)cc(I)c1OCc1ccc(Cl)cc1,23%
COc1ccc(/C=N/c2oc(C)c(C)c2C#N)cc1,15%
C/C=C/COC(=O)C1=C(C)NC(=O)NC1c1cccc(Br)c1 (stereo not drawn),31%
COc1ccc(NC(=O)Nc2nnc(-c3ccccc3SCc3ccccc3F)s2)cc1,16%
COc1ccccc1C(=O)NC(=S)Nc1ccc(-c2nc3cc(C)ccc3o2)cc1,3%
O=C(CC1CS(=O)(=O)CC1CC(=O)Nc1ccc(Cl)cc1)Nc1ccc(Cl)cc1 (stereo not drawn),8%
COc1ccc(C(=O)NC(Cc2ccccc2)C(=O)OCC(=O)c2ccc([N+](=O)[O-])cc2)cc1 (stereo not drawn),0%
O=C(Nc1ccc2oc(-c3cccc(I)c3)nc2c1)c1cccs1,43%
CC(/C=C(/C#N)C(=O)Nc1ccccc1C)=C\c1ccccc1,15%

More entries follow.
Compound,RNase H inhibition
COc1ccc(C(=O)c2ccc(N3CCN(C(=O)c4ccc(F)cc4)CC3)c(F)c2)cc1Br,3%
Cc1ccccc1N1OC2C(=O)N(c3ccc(Br)cc3)C(=O)C2C1c1ccco1 (stereo not drawn),4%
CCN1C(=O)/C(=C/c2cc3c(cc2[N+](=O)[O-])OCO3)C(=O)NC1=S,0%
CC(=O)c1cccc(NC(=O)c2cncc(Br)c2)c1,7%
Cc1c(OCC(=O)c2ccccc2)ccc2c1oc(=O)c1ccccc12,1%
Cc1ccc(C(=O)/C=C(/N)C(F)(F)F)cc1,6%
O=c1c2ccccc2n(Cc2cccc(C(F)(F)F)c2)c2ccccc12,47%
C=CCSc1nnc(COc2ccccc2)o1,0%
Cc1ccc(N=Cc2ccc(Cl)c([N+](=O)[O-])c2)cc1F,14%
Cc1ccc(C(=O)N/C(=C/c2cccc3ccccc23)C(=O)N2CCCC2)cc1,19%
Cn1c(/C=C(/OC(=O)c2ccccc2)c2ccccc2)nc2ccccc21,8%
COc1ccc(S(=O)(=O)Nc2ccc([N+](=O)[O-])cc2OC)cc1,8%

Following part:
Compound,RNase H inhibition
COc1cc(NC(=O)c2cc(C(F)(F)F)cc(C(F)(F)F)c2)c(Cl)cc1NC(=O)c1ccccc1,17%
CSc1ccc(Cl)c(C(=O)NCc2ccco2)c1,13%
Nc1nc(-c2ccccc2)c(Br)c(=O)[nH]1,0%
O=C(/C=C/c1ccc(Cl)cc1)NC1CCCCC1,0%
Cc1ccc(-c2c(C#N)c(N)nc3c2CCCCCC3)o1,0%
Cc1ccc(C(C)C)c(OCC(=O)N2CCN(c3ccc([N+](=O)[O-])cc3)CC2)c1,8%
COc1cc(C2/C(=C(\O)c3ccc(F)cc3)C(=O)C(=O)N2c2nncs2)ccc1O (stereo not drawn),5%
COc1ccc(Cl)cc1NC(=O)CN(c1ccc(C)cc1)S(=O)(=O)c1ccc(OC)c(OC)c1,5%
COc1ccc(CCNC(=O)c2cccc(Cl)c2)cc1,10%
CC1=C(C#N)c2nc(N)c(C#N)c(C)c2/C1=C\c1ccc(C)o1,13%
CC(=O)Nc1cc2c(C)cc(=O)oc2cc1C,6%
Cc1cc(Cl)cc(Cl)c1OCCNC(C)(C)C,0%

The listing continues.
Compound,RNase H inhibition
COC(=O)c1ccc(Br)c(S(=O)(=O)N2CCCCC2)c1,0%
Cc1ccc2nsnc2c1NC(=O)c1cccc2ccccc12,12%
COc1ccc(OC)c(/C=N/NC(=O)c2cc[n+](CC(=O)c3ccccc3)cc2)c1,13%
C=CCOc1ccc(/C=C2\SC(=S)N(CC(=O)O)C2=O)cc1OC,7%
CCOc1ccc(C(NC(=O)c2ccc(OC)cc2)c2ccc(OC)cc2)cc1 (stereo not drawn),6%
COc1ccc(NC(=O)c2cc([N+](=O)[O-])ccc2Cl)c(OC)c1,0%
CC(=O)c1ccc(NC(=S)NC(=O)c2ccccc2Cl)cc1,6%
CCOc1ccccc1N(CC(=O)NCCc1ccccc1)S(C)(=O)=O,8%
NC(=O)c1c(NC(=O)c2cc(Cl)ccc2[N+](=O)[O-])sc2c1CCCC2,20%
CCc1ccc2oc(-c3cccc(NC(=O)c4ccc(F)cc4)c3)nc2c1,17%
CC(=O)C(C(C)=O)c1cc(Nc2cccc(C)c2)c2c3c(onc13)-c1ccccc1C2=O,23%
CCOC(=O)C1=C(C)N=c2s/c(=C/c3cc(Br)ccc3OC)c(=O)n2C1c1ccc(N(C)C)cc1 (stereo not drawn),17%

Next section.
Compound,RNase H inhibition
COc1ccc(C(=O)N/C(=C\c2ccc(-c3cccc([N+](=O)[O-])c3)o2)C(=O)NC(C)C)cc1,15%
Cc1cccn(C(=O)c2ccc3c(c2)OCO3)c1=NC(=O)c1ccc2c(c1)OCO2,11%
CCn1c(C)nc2c(Cl)c(O)ccc21,10%
CCCCN(Cc1ccccc1)C(=O)C1CCN(Cc2ccc(OC)cc2OC)CC1,9%
O=C(/C=C/c1ccc([N+](=O)[O-])cc1)NC(=S)Nc1cc(Br)ccc1O,33%
COc1cc(N=Cc2c(O)n(-c3ccccc3F)c(=O)[nH]c2=O)cc(OC)c1OC,13%
Cc1ccc(Nc2cc(NCc3ccccc3)c3noc4c3c2C(=O)c2ccccc2-4)cc1,6%
O=Cc1ccc(S(=O)(=O)c2ccc(Cl)cc2)cc1,11%
CCOC(=O)c1ccccc1NC(=O)c1ccc(NC(C)=O)cc1,0%
O=C1/C(=C\c2ccc(O)cc2)SC(=S)N1c1ccc(F)cc1,37%
CCC(=O)Nc1cccc(NC(=O)c2ccccc2Br)c1,9%
Cc1cc(C=C2C(=O)c3ccccc3C2=O)c(C)n1-c1cccc(F)c1,10%

Reprinted at random: 6 compounds from above
Compound,RNase H inhibition
CCC(=O)Nc1cccc(NC(=O)c2ccccc2Br)c1,9%
COc1cc(N=Cc2c(O)n(-c3ccccc3F)c(=O)[nH]c2=O)cc(OC)c1OC,13%
Cc1cccn(C(=O)c2ccc3c(c2)OCO3)c1=NC(=O)c1ccc2c(c1)OCO2,11%
CCCCN(Cc1ccccc1)C(=O)C1CCN(Cc2ccc(OC)cc2OC)CC1,9%
Cc1ccc(Nc2cc(NCc3ccccc3)c3noc4c3c2C(=O)c2ccccc2-4)cc1,6%
O=C(/C=C/c1ccc([N+](=O)[O-])cc1)NC(=S)Nc1cc(Br)ccc1O,33%

(further entries)
Compound,RNase H inhibition
O=C(Nc1ccc(C(=O)C(=O)c2ccccc2)cc1)c1ccc(Br)cc1,5%
OC(CNc1ccc(Br)cc1)Cn1c2ccc(Br)cc2c2cc(Br)ccc21 (stereo not drawn),7%
O=C(NCS(=O)(=O)c1ccccc1)c1ccccc1,5%
CCOc1ccc(/C=C2/SC(N)=NC2=O)c(OCC)c1,14%
CC(C(=O)c1ccc(Cl)cc1)[n+]1ccccc1 (stereo not drawn),25%
Oc1c(C=NCc2ccc(Cl)cc2Cl)[nH]c2ccc(Br)c(Cl)c12,19%
CC(C)=C1C2C=CC1C1C(=O)N(c3cc([N+](=O)[O-])ccc3C)C(=O)C21 (stereo not drawn),4%
CCN(CC)CCN1C(=O)C(O)=C(C(C)=O)C1c1ccc(Br)cc1 (stereo not drawn),5%
CCCOC(=O)C1=C(C)NC2=C(C(=O)CCC2)C1c1ccc(O)c(OCC)c1 (stereo not drawn),0%
CC1=C(C(=O)OC2CCCC2)C(c2ccccc2Cl)NC(=O)N1 (stereo not drawn),12%
CCOc1cc(OCC)cc(C(=O)Nc2ccc(C(=O)OC)cc2)c1,5%
COc1cc(C2C(C(=O)Nc3ccccc3F)=C(C)NC3=C2C(=O)CC(c2ccccc2)C3)ccc1O (stereo not drawn),0%

A draw from above in order of SMILES length, lowest first:
Compound,RNase H inhibition
CC1=C(C(=O)OC2CCCC2)C(c2ccccc2Cl)NC(=O)N1 (stereo not drawn),12%
O=C(Nc1ccc(C(=O)C(=O)c2ccccc2)cc1)c1ccc(Br)cc1,5%
CC(C)=C1C2C=CC1C1C(=O)N(c3cc([N+](=O)[O-])ccc3C)C(=O)C21 (stereo not drawn),4%

Remaining list, next part
Compound,RNase H inhibition
CC1CCN(CCCCOc2ccccc2C(C)C)CC1,2%
CCOC(=O)Nc1ccc(S(=O)(=O)Nc2cc(C)nc(C)n2)cc1,3%
CCOc1cc(C(=S)N2CCOCC2)ccc1OS(=O)(=O)c1ccc(C)cc1,3%
CCOCCOC(NC(=O)OCC)(C(F)(F)F)C(F)(F)F,1%
O=[N+]([O-])c1ccc(O)c(CN2CCCCCCC2)c1,9%
O=C1C(Cl)=C(N2CCOCC2)C(=O)N1c1cc(Cl)c(Cl)cc1Cl,6%
CN(C)CCNC(=S)NC(=O)C12CCC3CC(CC(C3)C1)C2,15%
O=C(Nc1ccc(NC(=O)c2cccc3ccccc23)cc1)c1ccc(Br)cc1,27%
CCc1ccc(-c2nn(-c3cc(N4CCOCC4)ccc3[N+](=O)[O-])c(=O)c3ccccc23)cc1,0%
CCOc1ccc(N(CC(=O)Nc2ccc(C)cc2)S(C)(=O)=O)cc1,4%
O=C(Nc1ccc([N+](=O)[O-])cc1)c1cc2ccccc2o1,10%
CC(C)Oc1cccc(C(=O)Nc2ccc3oc(-c4ccncc4)nc3c2)c1,7%

Continued:
Compound,RNase H inhibition
Cc1ccc(/C=N/N2CCN(Cc3cccc4ccccc34)CC2)o1,27%
CC(=O)Nc1ccc(NC(=O)C2(c3ccccc3)CCCC2)cc1,0%
Clc1ccc(Cl)c(OCCOCCN2CCOCC2)c1,9%
C=CCc1ccc(OCCCOc2cccc(C)c2C)c(OC)c1,17%
O=C(Nc1ccc(Cc2ccncc2)cc1)c1cc(F)c(F)cc1Cl,12%
COc1ccc(Nc2c(C(=O)Nc3ccc(Cl)cc3)cc([N+](=O)[O-])cc2[N+](=O)[O-])cc1,13%
COc1cc(C(=O)c2cc(Br)ccc2NC(=O)C(OC)c2ccccc2)cc(OC)c1OC (stereo not drawn),6%
COc1cc(OC)cc(C(=O)N/N=C(\C)CC(=O)Nc2ccccc2C(F)(F)F)c1,0%
C=CCc1ccc(OCCCCN2CCC(C)CC2)c(OC)c1,9%
COc1ccc(NC(=O)CN(c2cc(C)cc(C)c2)S(=O)(=O)c2ccc(OC)c(OC)c2)cc1OC,15%
COc1ccc(-c2nc3cc(NC(=O)c4cccc([N+](=O)[O-])c4C)ccc3o2)cc1Cl,18%
O=C(NCc1ccco1)C(=O)Nc1ccc([N+](=O)[O-])cc1,0%

Next entries
Compound,RNase H inhibition
COc1ccc(C2=NOC(O)(C(F)(F)F)C2)cc1 (stereo not drawn),13%
COc1ccc(C2CC(C(F)(F)F)n3nc(C(=O)Nc4cccc(Cl)c4Cl)c(Cl)c3N2)cc1 (stereo not drawn),9%
CC(=O)N1C(Nc2ccccc2)CC(C)N1c1ccccc1 (stereo not drawn),9%
CCN(CC)CCN(C)Cc1ccc([N+](=O)[O-])cc1,4%
COc1cc(C(=O)NCCOc2ccccc2Cl)cc(OC)c1OC,6%
Cc1ccccc1N1OC2C(=O)N(c3ccc(F)cc3)C(=O)C2C1c1ccncc1 (stereo not drawn),0%
COc1ccc(N(CC(=O)Nc2ccc(Cl)cc2C)S(=O)(=O)c2ccc(C)c([N+](=O)[O-])c2)cc1,15%
CCOc1ccc(-n2c(O)c(C=Nc3ccc(F)cc3)c(=O)[nH]c2=O)cc1,0%
C=CCc1ccc(OCCOCCOc2ccc(C(=O)O)cc2)c(OC)c1,5%
CN1C(=O)/C(=C\c2ccc(OCCOc3ccc(Br)cc3)cc2)SC1=S,17%
N#CC1=C(N)OC2=C(C(=O)CC(c3ccccc3)C2)C1c1ccccc1Cl (stereo not drawn),18%
CCn1c2ccccc2c2cc(C=Nc3cccc(C(N)=O)c3)ccc21,8%

Next part.
Compound,RNase H inhibition
O=C(N/N=C\c1cc(O)ccc1Br)c1ccccc1Cl,12%
Cc1oc(CC(C)C)cc1C(=O)Nc1ccccc1C(=O)O,9%
Cc1ccc(-c2cc(C(F)(F)F)n3ncc(C(=O)NCCCN4CCOCC4)c3n2)cc1,2%
COc1cc(C(=O)Nc2ccc3oc(-c4cccc(Cl)c4)nc3c2)cc(OC)c1OC,4%
COc1ccc(C(=O)Nc2ccc3oc(-c4ccc(OC)c(Cl)c4)nc3c2)cc1Cl,30%
O=[N+]([O-])c1ccc(O)c(Nc2cc(Nc3cccc(O)c3)c3nonc3c2[N+](=O)[O-])c1,28%
O=C(O)c1cccc([N+](=O)[O-])c1C(=O)Nc1nc2ccccc2s1,3%
CC1CCC(N2CCN(Cc3cccc(Br)c3)CC2)CC1 (stereo not drawn),9%
NC(=O)C1=CC2([N+](=O)[O-])CN(Cc3ccccc3)CC([N+](=O)[O-])(C1)C2 (stereo not drawn),6%
COc1ccc(/C(N)=N/OC(=O)c2ccccc2Cl)cc1,21%
CN(Cc1ccccc1)C1CC(=O)N(c2ccccc2)C1=O (stereo not drawn),5%
CCOc1ccccc1N1CCN(Cc2ccc(OC)cc2OC)CC1,7%

The listing continues.
Compound,RNase H inhibition
CCOc1cc(/C=C2\C(=O)NC(=O)N(c3cc(C)cc(C)c3)C2=O)cc(Br)c1OCC(=O)O,0%
CC(=O)NC(Nc1ccccc1F)C(Cl)(Cl)Cl (stereo not drawn),0%
CC(=O)ON1C(c2ccc(Br)cc2)N=C(c2ccccc2)C1(C)C (stereo not drawn),17%
O=C1NC(=S)NC(=O)C1=Cc1cccn1-c1ccc(I)cc1,21%
COc1ccccc1N/N=C(/C#N)C(=N)N1CCCCC1,8%
CCOC(=O)c1ccc(NC(=O)C2CC(=O)NC(=Nc3ccc(C)cc3)S2)cc1 (stereo not drawn),7%
